Bioassay records deposited in PubChem by National Center for Advancing Translational Sciences (NCATS).
POLK inh: blocks human DNA polymerase kappa activity. Q9UBT6. purified Pol kappa, fluorescent DNA synthesis assay, 10 min. Potency, µM (top dose mostly 107 µM), for the others: at the top dose activity, negative = inhibition, usual class: inhibitors. 0.53% of 400,000 active; also: % is scaled to controls: 0 for no effect and ±100 for the full control effect
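Readout: fluorescence, taken kinetically at 0 and 10 min. Conditions: 10 nM Pol kappa, 15 min RT compound preincubation, 50 nM substrate final. Controls: enzyme-free buffer wells.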
G9a block: inhibitors of human histone lysine methyltransferase G9a. AID 504332. G9a H3K9 monomethylation, AlphaScreen, 2 h. Q96KQ7. 8.8% of 350,000 active. Potency, µM (top dose mostly 102 µM), for the others: at the top dose activity, negative = inhibition, most hits filed as inhibitors; also: % is scaled to controls: 0 for no effect and ±100 for the full control effect; nearly all actives have a fitted effect of over 75% in size
Target sequence (Q96KQ7 913-1193 limits assumed): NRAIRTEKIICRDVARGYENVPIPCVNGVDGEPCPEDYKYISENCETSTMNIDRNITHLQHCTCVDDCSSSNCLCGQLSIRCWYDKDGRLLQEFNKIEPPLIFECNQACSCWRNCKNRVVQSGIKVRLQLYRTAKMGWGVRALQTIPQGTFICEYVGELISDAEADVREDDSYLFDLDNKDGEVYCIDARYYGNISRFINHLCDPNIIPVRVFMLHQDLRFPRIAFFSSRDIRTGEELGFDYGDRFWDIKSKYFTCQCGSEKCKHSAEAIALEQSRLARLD
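G9a (20 nM) was preincubated 15 min with compound, then reacted 2 h at room temperature with 500 nM biotin-H3K9 peptide and 20 µM SAM. Monomethyl-H3K9 detected by AlphaScreen using anti-H3K9me1 antibody.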
BAZ2B inh: inhibitors of human BAZ2B bromodomain; AlphaScreen BAZ2B-H3K14Ac peptide displacement; Q9UIF8; AID 504333; 4.4% of 360,000 active; Potency, µM (series often up to 114 µM), for inactives: at the highest dose activity change, negative = inhibition, hits mostly inhibitors; also: % is scaled to controls: 0 for no effect and ±100 for the full control effect; nearly all actives have a fitted effect of over 60% in size
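Compounds, titrated to a top concentration of 110 uM, were incubated 30 min at room temperature with preformed BAZ2B/acetyl-K14 H3 peptide complex (50 nM each). Proximity signal was measured by AlphaScreen after 20 min with beads.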
POLI inh: inhibitors of human DNA polymerase iota | Pol iota fluorescent replication assay, 10 min | Q9UNA4 | 1% of 390,000 active | Potency, µM (highest dose often 115 µM), without a hit: at the highest dose activity, negative = inhibition, hits mostly inhibitors
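Pol iota at 10 nM preincubated 15 min with compounds at room temperature; reaction started with fluorescent substrate, 50 nM final. Fluorescence read kinetically at 0 and 10 min; buffer-only wells as negative control.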
POLH inh: blocks human DNA polymerase eta activity. AID 588591. 1.2% of 390,000 active. recombinant Pol eta, fluorescent DNA replication assay. Potency, µM (highest dose often 114 µM), without a hit: top-dose activity change, negative = inhibition, actives largely listed as inhibitors. Q9Y253; also: % is scaled to controls: 0 for no effect and ±100 for the full control effect
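Pol eta at 10 nM preincubated with compounds 15 min at room temperature; reaction started with fluorescent substrate (50 nM final) and read kinetically at 0 and 10 min.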
BLM helicase inh: Bloom syndrome helicase (human) inhibition; P54132; recombinant BLM DNA unwinding, fluorescence dequenching; Potency, µM (top dose mostly 56.1 µM), inactives show at the top dose activity change, negative = inhibition, actives largely listed as inhibitors; 0.2% of 350,000 active;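 also: plate controls were vehicle for no effect and no enzyme for full effect; nearly all actives have a fitted effect of over 35% in size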
Pol beta inh: blocks human DNA polymerase beta activity | P06746 | Pol beta primer extension/strand displacement, fluorescence kinetic | Potency, µM (titrated, usually from 114 µM), for inactives: at the top dose activity change, negative = inhibition, most hits filed as inhibitors | 1.3% of 340,000 active; also: % is scaled to controls: 0 for no effect and ±100 for the full control effect
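Kinetic readout of DNA synthesis with strand displacement by Pol beta. Compound and 10 nM enzyme sit 15 min at room temperature; 50 nM substrate starts the reaction, read immediately and at 10 min.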
APEX1 inh: blocks human APE1 abasic DNA cleavage; 0.35% of 350,000 active; recombinant APE1, TAMRA/BHQ-2 abasic DNA cleavage fluorescence; P27695; Potency, µM (titrated, usually from 65.8 µM), inactives show at the top dose activity change, negative = inhibition, most hits filed as inhibitors; AID 2517;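 also: plate controls were vehicle for no effect and reference inhibitor for full effect; nearly all actives have a fitted effect of over 55% in size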
Target sequence (P27695 whole entry, looked up): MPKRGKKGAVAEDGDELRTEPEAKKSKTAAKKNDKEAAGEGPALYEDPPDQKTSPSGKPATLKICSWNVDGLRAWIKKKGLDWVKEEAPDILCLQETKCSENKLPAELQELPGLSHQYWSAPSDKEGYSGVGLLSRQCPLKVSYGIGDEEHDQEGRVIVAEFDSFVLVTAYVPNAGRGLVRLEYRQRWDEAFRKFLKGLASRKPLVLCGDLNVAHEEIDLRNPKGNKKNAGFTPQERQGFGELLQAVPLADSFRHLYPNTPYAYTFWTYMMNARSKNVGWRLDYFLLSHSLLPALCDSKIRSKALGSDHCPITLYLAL
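Quantitative HTS: incision of a TAMRA/BHQ-2 double-stranded substrate bearing a tetrahydrofuran abasic site by 0.75 nM APE1 raises fluorescence. Substrate 50 nM final, added after 15 min compound preincubation at room temperature; progress as third-minus-first kinetic read difference.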
JMJD2A Tudor inh: inhibitors of human JMJD2A Tudor domain | AlphaScreen JMJD2A-Tudor / H3K4me3 peptide binding | Potency, µM (series often up to 114 µM), inactives show top-dose activity change, negative = inhibition, usual class: inhibitors | 4.4% of 390,000 active | AID 504339; also: % is scaled to controls: 0 for no effect and ±100 for the full control effect; nearly all actives have a fitted effect of over 50% in size
Active calls of the source: *; ? = inconclusive; nt = no result given; & = joins results of further samples; [ ] = remark or other dose. Calls follow the shape of the dose curve; as a rule, active = well fitted curve in the direction sought with a large enough effect; inconclusive = small, poorly fitted or top-dose-only effect, or another doubt; inactive = no such curve, though single readings can be large; an effect the other way counts as inactive or inconclusive. Potency is read from the fitted curve at half-maximal effect. Not all compounds are listed. The share of hits here may be higher or lower than overall.

structure,POLK inh,G9a block,BAZ2B inh,POLI inh,POLH inh,BLM helicase inh,Pol beta inh,APEX1 inh,JMJD2A Tudor inh
Cc1[nH]nc2c1C(C1CC=CCC1)C(C#N)=C(N)O2 (stereo not given),-20%,-33%[12.7 µM],6%,4%,-20%,0%,-17%,-2%,-1%
CCOc1ccccc1NC(=O)CSc1c(C)cnc2c1c(=O)n(C)c(=O)n2C,-8%[60.1 µM],10%[59 µM],-1%,4%,-17%,0%,26%,nt,-10%
Cn1c(SCC(=O)N2CCN(c3cccc(Cl)c3)CC2)nnc1-c1ccncc1,6%,21%[59 µM],-2%,-4%,8%,-3%,-1%,2%,-18%
Cc1cc(OCc2nc(N)nc(N)c2-c2ccc(Cl)c(Cl)c2)ccc1[N+](=O)[O-],-19%,nt,nt,-8%,-15%,nt,nt,nt,-24%
CCOC(=O)c1c(C)oc2cc(Br)c(OC(C)C(=O)OCC)cc12 (stereo not given),-9%,105%[activator][59 µM],217%[activator],-8%,-9%,-15%,5%,-4%,61%[activator]
O=C(COC(=O)c1ccc(Br)o1)Nc1cccc(S(=O)(=O)N2CCCCCC2)c1,-6%,-3%[59 µM],8%,10%,-11%,-10%,-1%,-10%,-15%
CC(Sc1nnnn1C)C(=O)NC1CCCc2ccccc21 (stereo not given),-1%,-40%,-7%,26%,-7%,-2%,0%,-3%,-6%
COc1ccc(CC(=O)Nc2cc(C)ccc2O)cc1OC,10%,10%,-14%,52%,-11%,-1%,5%,2%,-4%

Reprinted from the part before: 4 compounds; new compounds follow.
structure,POLK inh,G9a block,BAZ2B inh,POLI inh,POLH inh,BLM helicase inh,Pol beta inh,APEX1 inh,JMJD2A Tudor inh
CCOC(=O)c1c(C)oc2cc(Br)c(OC(C)C(=O)OCC)cc12 (stereo not given),-9%,105%[activator][59 µM],217%[activator],-8%,-9%,-15%,5%,-4%,61%[activator]
O=C(COC(=O)c1ccc(Br)o1)Nc1cccc(S(=O)(=O)N2CCCCCC2)c1,-6%,-3%[59 µM],8%,10%,-11%,-10%,-1%,-10%,-15%
CC(Sc1nnnn1C)C(=O)NC1CCCc2ccccc21 (stereo not given),-1%,-40%,-7%,26%,-7%,-2%,0%,-3%,-6%
COc1ccc(CC(=O)Nc2cc(C)ccc2O)cc1OC,10%,10%,-14%,52%,-11%,-1%,5%,2%,-4%
CC(=O)Nc1ccc(C(=O)Nc2ccc3c(c2)N(C2CCCC2)C(=O)c2ccccc2S3)cc1,-11%[60.1 µM],?,-19%,3%,0%,-8%,1%,nt,?
O=C(NCCCN1CCCC1=O)C1CCN(S(=O)(=O)c2ccc(F)cc2)CC1,-2%,-3%[59 µM],9%,30%[activator],-15%,nt,nt,17%,-9%
O=C(NC12CC3CC(CC(C3)C1)C2)c1ccc(COc2ccc(Cl)cc2[N+](=O)[O-])o1,-15%,-4%[0.0925 µM],?,3%,-16%,-14%,25%,15%,?
NCCn1c(-c2ccccc2)cc(C(=O)O)c1-c1ccccc1F,1%,50µM*,?,?,-20%,4%,8%,13%,-29%
O=C(CSc1nc(=O)n(Cc2ccco2)c2c1CCC2)NCc1ccc(F)cc1,-6%[60.1 µM],-6%[59 µM],-11%,42%[activator],-19%,1%,2%,nt,-10%
CCn1c(CSCc2ccc(Cl)cc2)nnc1SCC(=O)Nc1cccc(C(=O)O)c1,-10%,nt,1%,1%,0%,-1%,20%,19%,-14%
Cc1ccc2c(c1)[nH]c1c(=O)n(CCN3CCNCC3)cnc12,-5%,45µM*,0%,?,-12%,-2%,7%,3%,-18%
COC(Cn1cc(C)c(=O)[nH]c1=O)OC,-5%,104%[activator][59 µM],11%,162%[activator],-23%,0%,11%,5%,-8%
Cc1c(NC(=O)C(C)Oc2ccc(Br)cc2)c(=O)n(-c2ccccc2)n1C (stereo not given),-10%,nt,nt,-6%,-10%,nt,nt,-2%,-10%
Cc1cc(S(=O)(=O)C(CNC(=O)COc2ccccc2)c2cccs2)ccc1F (stereo not given),-2%[60.1 µM],22%[59 µM],4%,-20%,7%,-4%,2%,nt,-1%
CCc1ccc(NC(=O)CSCc2nc(N)nc(Nc3ccccc3CC)n2)cc1,-12%,21%[59 µM],-33%,2%,-22%,-1%,26%,-1%,-25%
Cc1cccc(Nc2cc(C)nc3nc(Cc4ccc(Cl)cc4)nn23)c1,-5%,4%[59 µM],-9%,10%,?,-6%,1%,nt,-32%
COc1ccc(S(=O)(=O)N2C3CCC2CC(NC(=O)NC2CCCCC2)C3)cc1 (stereo not given),-7%,-3%[12.7 µM],3%,20%,-4%,-3%,0%,12%,-2%
CCOc1ccc(-n2c(SCC(=O)N3CCc4ccccc43)nnc2-c2c[nH]c3ccccc23)cc1,0%,-6%,-10%,?,5.6µM*,-22%,1µM*,0%,?
CCCN1Cc2cccc(C(=O)Nc3ccc(-c4nc5ccccc5[nH]4)cc3)c2C1=O,-6%,-1%[59 µM],-21%,-18%,?,-8%,-23%,0%,-3%
COc1ccccc1NC(=S)N1CCN(C/C=C/c2ccccc2)CC1,-15%,-10%[59 µM],-37%,-7%,-13%,-7%,-10%,-3%,-29%
COc1ccccc1NC(=S)NC(=O)C1CC1,-1%,?,-5%,-9%,-19%,0%,0%,2%,-1%[57.1 µM]
O=C(O)CC(c1cccc2ccccc12)n1cccc1 (stereo not given),-32%,-9%,?,-13%,?,-3%,-29%,3%,-32%
O=C(c1ccoc1)N1CCC2(CC1)Oc1ccc(F)cc1C(=O)C21CC(c2ccccc2)=NO1 (stereo not given),-8%,-36%[59 µM],-19%,-9%,-6%,-8%,5%,-8%,-27%
O=C(c1cc2c(=O)n3ccccc3nc2s1)N1CCc2ccccc2C1,nt,40µM*,-12%,nt,nt,-14%,-3%,-9%,nt
Cc1cccc(NC(=O)COC(=O)c2ccc([N+](=O)[O-])o2)c1C,-25%,-30%,-2%,11%,-1%,-3%,-3%,?,-13%
CCOC(=O)CCNC(=O)N1CCCC(N(C)CCc2ccc(OC)c(OC)c2)C1 (stereo not given),4%,6%,9%,9%,-4%,0%,37%,17%,-2%
O=C(N/N=C/c1ccc2c(c1)OCO2)C(=O)Nc1ccc2ccccc2c1,nt,-7%[59 µM],-6%,nt,nt,-4%,-11%,6%,nt
CC1(C)Cc2c(sc(NC(=O)C(=O)NCCCN3CCOCC3)c2C(N)=O)CO1,15%,7%,-11%,9%,-11%,4%,26%,44%,-12%
Cc1ccc(OCCN2C(=O)C(=O)c3cc(C)ccc32)cc1,-14%,25µM*,35µM*,6%,-28%,-12%,?,-3%,56µM*
CCOC(=O)C1=C(C)N(C)C(C)=C(C(=O)OCC)C1c1ccc(C(=O)OC)cc1,-11%,4%[59 µM],0%,-8%,-25%,-10%,15%,8%,41%[activator]
CCn1cc(S(=O)(=O)c2cccc(C)c2)c(=O)c2cc(F)c(N3CCN(c4ccccc4)CC3)cc21,-2%,-3%[59 µM],-3%,-6%,7%,-3%,18%,nt,-8%
CC(=O)N1CCN(S(=O)(=O)c2cccc(C(=O)OCC(=O)Nc3c(Cl)cccc3C(F)(F)F)c2)CC1,8%,nt,nt,-4%,-9%,nt,nt,nt,-2%
CCOC(=O)C1CCCCN1Cc1ccc(OC)c(OC)c1 (stereo not given),-8%,32µM*,56µM*,-11%,-7%,-1%,9%,3%,20µM*
O=C1c2ccccc2NC(c2ccco2)N1O (stereo not given),1%,?,-7%,22%,-14%,-8%,3%,0%,-18%
CC12CCC3c4ccc(O)cc4CCC3C1CCC2=O (stereo not given),-9%,-13%[59 µM],6%,-5%,-12%,-4%,nt,-4%&-2%,-13%
O=S(=O)(Cc1ccccc1)N1CCCC(c2nc(-c3ccc(F)cc3)no2)C1 (stereo not given),-2%,23%,7%,-19%[58.9 µM],-4%,-8%,-4%,?,3%
O=C(Nc1ccc(Br)cc1Cl)N1CCOCC1,-3%,-1%,-2%,-10%,-13%,1%,1%,-3%,-9%
CC1=C(C)CC(C(=O)N2CCN(C/C=C/c3ccccc3)CC2)C(C(=O)O)C1 (stereo not given),-3%,-33%,-15%,27%,-10%,-6%,4%,2%,-14%
O=C(Nc1cccc(NC(=O)c2cncc(Br)c2)c1)c1cncc(Br)c1,-5%,45µM*,-4%,136%[activator],-17%,-8%,-14%,1%,-9%
COc1ccc(NC(=O)CCOc2ccccc2)c(OC)c1,-7%,-2%[59 µM],7%,2%,9%,-6%,8%,11%,0%
CCNC(=S)Nc1ccc(NC(=O)c2ccccc2O)cc1,-7%,-13%,-24%,-7%[58.9 µM],-11%,-2%,-1%,-3%,-22%
CC(CNC(=O)CN(C)CC(=O)Nc1ccccc1Br)c1ccccc1 (stereo not given),-5%,45µM*,13%,23%,-6%,nt,nt,-14%,5%
O=C(NCCOc1ccccc1Cl)c1ncn[nH]1,-7%,2%,-18%,11%,-14%,-6%,-25%,12%,3%
COc1ccc(N2CCN(C(=O)c3ccc(Nc4nc5ccccc5n5nnnc45)cc3)CC2)cc1,-3%,?,-17%,-4%,-15%,-4%,35%[activator],nt,-29%
O=C(Nc1ncccn1)c1ccc([N+](=O)[O-])cc1,3%,-40%,-6%,16%,-20%,-7%,-19%,12%,1%
COc1ccccc1/C=C/CN1CCC(Oc2cc(C(=O)NC3CC3)ccc2OC)CC1,-5%,3%,-21%,19%,-8%,-5%,8%,62%[activator],-18%
COC(=O)Cc1c(C)c2ccc(OCc3nn[nH]n3)c(C)c2oc1=O,-7%,-39%[59 µM],-28%,12%,-11%,-2%,4%,3%,-18%
CCOC(=O)c1ccc(Oc2nc(C)nc3c2oc2ccccc23)cc1,-6%[60.1 µM],4%[59 µM],5%,21%,-15%,-2%,18%,nt,-8%
COc1ccc(C2CC(c3ccccc3)Oc3c(C)ccc(C(C)C)c32)cc1 (stereo not given),-10%&-10%,nt,nt,?,nt,-4%&-4%,nt,2%&-2%,-11%&-12%
